Screens from PubChem.
GSK3 alpha inh – human GSK-3 alpha kinase inhibition. actives 0.1% (n = 320,000). inhibition, % at 10 µM. ADP-Glo luminescence, 60 min. P49840;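 in the data active = inhibition above about 50%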;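 also: GST-tagged GSK-3 alpha with peptide substrate and 25 µM ATP; 0% = DMSO neutral wells and 100% = GW8510 positive control wells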
RGS4 pot – RGS4 potentiation or activation. B-score at 10 µM. actives 0.92% (n = 310,000). HEK293 M3R/inducible RGS4, carbachol calcium flux Fluo4; hits give low values;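 active = B-score of the integrated calcium signal more than 4 SD below the library mean, with starting fluorescence not abnormally high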;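 also: negative B-score means reduced calcium response which marks RGS4 activation or potentiation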
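test system = HEK293 cells with stable M3R and inducible RGS4 | schedule = recording 10 s baseline at 1 Hz, 100 s post-agonist | technique = Fluo4-AM (2 µM) calcium-flux fluorescence, kinetic read | measure = Agonist-evoked peak-minus-minimum fluorescence over baseline, integrated ratio, B score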
KCNK9 inh – human KCNK9 channel inhibition; B-score at 10 µM; HEK293 KCNK9, FluxOR thallium flux fluorescence; hits give low values; actives 1.2% (n = 310,000); Q9NPC2;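 active = ratio B-score over 3 SD below the library mean, with starting fluorescence within 5 SD of its mean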;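 also: negative B-score means less thallium flux so channel inhibition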
Target sequence (Q9NPC2 whole entry, looked up): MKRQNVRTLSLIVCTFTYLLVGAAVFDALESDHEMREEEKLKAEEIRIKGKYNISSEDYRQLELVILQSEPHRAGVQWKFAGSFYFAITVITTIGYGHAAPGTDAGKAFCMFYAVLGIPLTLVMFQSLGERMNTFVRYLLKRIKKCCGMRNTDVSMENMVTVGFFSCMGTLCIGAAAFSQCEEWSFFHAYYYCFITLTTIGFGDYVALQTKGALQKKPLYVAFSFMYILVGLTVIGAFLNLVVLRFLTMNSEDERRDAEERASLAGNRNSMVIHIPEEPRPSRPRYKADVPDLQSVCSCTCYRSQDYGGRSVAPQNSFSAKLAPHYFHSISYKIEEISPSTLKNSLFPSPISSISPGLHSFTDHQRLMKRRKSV
PolyA inh – blocks polyadenylation in yeast reporter cells. S. cerevisiae SKY197-pL101 polyadenylation reporter, beta-gal luminescence; efflux-impaired pdr1/pdr3 knockout yeast; score 100 = 6 SD above DMSO. calls only at 12 µM. actives 0.02% (n = 300,000). AID 1875;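 active = lowest replicate activity score at least 50, where 100 means six control SD above control mean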;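 also: yeast exposed to compound for 9 h at 30 °C; higher score means more reporter readthrough which indicates perturbed polyadenylation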
KCNQ1 pot – potentiates or activates the human KCNQ1 potassium channel. CHO-K1 KCNQ1, thallium flux FluxOR fluorescence; hits give high values. B-score at 10 µM. actives 0.35% (n = 310,000). AID 2648;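 active = fluorescence ratio B-score, a plate-corrected score, at least three library SD, with initial intensity B-score within 5 SD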
Target sequence (P51787 whole entry, looked up): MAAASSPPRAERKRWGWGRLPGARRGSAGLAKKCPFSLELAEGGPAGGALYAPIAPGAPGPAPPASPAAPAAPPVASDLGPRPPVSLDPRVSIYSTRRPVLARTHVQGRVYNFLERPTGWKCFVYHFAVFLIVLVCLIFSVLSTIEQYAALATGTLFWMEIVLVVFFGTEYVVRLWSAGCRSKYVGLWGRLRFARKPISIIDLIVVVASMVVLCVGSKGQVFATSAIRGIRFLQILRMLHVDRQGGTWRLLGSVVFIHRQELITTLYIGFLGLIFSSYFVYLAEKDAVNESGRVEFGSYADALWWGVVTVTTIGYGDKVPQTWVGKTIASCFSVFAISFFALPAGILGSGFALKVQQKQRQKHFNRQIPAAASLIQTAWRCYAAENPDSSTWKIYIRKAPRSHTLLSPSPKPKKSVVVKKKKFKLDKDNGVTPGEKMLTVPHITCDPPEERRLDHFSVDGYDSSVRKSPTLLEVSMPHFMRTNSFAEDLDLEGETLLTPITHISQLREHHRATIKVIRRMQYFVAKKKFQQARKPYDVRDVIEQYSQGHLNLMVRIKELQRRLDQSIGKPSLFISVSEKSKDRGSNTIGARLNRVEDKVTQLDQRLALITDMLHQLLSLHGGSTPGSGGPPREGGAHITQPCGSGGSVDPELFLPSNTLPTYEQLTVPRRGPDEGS
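Test system: CHO-K1 cells stably expressing KCNQ1 / Medium: assay buffer / Also added: depolarizing K+/Tl+ stimulus, K2SO4 and Tl2SO4 each 12.5 mM in 5x stock / Incubation: 90 min dye loading and 20 min compound exposure, both at room temperature / Signal: thallium influx via FluxOR fluorescence, kinetic imaging / Evaluation: B score of baseline-normalized fluorescence ratio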
RGS4 block – inhibitors of human RGS4; P49798; HEK293 M3R/RGS4 inducible, Fluo-4 calcium flux; hits give high values; triggered by carbachol at its EC20; B-score at 10 µM; actives 0.45% (n = 310,000);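 active = B-score, a plate-corrected calcium signal, over three deviations above library mean, with baseline fluorescence within five deviations of library mean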;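 also: RGS4 expression induced by doxycycline in cells with stable M3 receptor; B-score is computed from the integrated fluorescence ratio over baseline after carbachol; higher B-score means a larger calcium signal and so more RGS4 inhibition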
Dyrk1A ADPGlo – inhibitors of rat Dyrk1A kinase; Q63470; ADP-Glo luminescence, NFATc1 peptide; inhibition, % at 12.5 µM; actives 0.43% (n = 310,000); AID 504441; in the data active = inhibition above about 50%;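 also: plate controls were vehicle with enzyme for no effect and no enzyme for full effect; many of its hits are not listed in these tables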
KCNQ1 inh – human KCNQ1 channel inhibition. CHO-K1 KCNQ1, FluxOR thallium flux fluorescence; hits give high values. AID 2642. P51787. B-score at 10 µM. actives 1.3% (n = 310,000);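 active = compounds whose thallium flux B-score, printed positive for inhibition, exceeds three library SD while starting fluorescence stays within three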;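 also: channel opened by potassium depolarization with thallium stimulus after 20 min compound exposure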
KCNK3 inh – human KCNK3 channel inhibition, primary screen | CHO-KCNK3 thallium flux, FluxOR fluorescence; hits give low values | B-score at 10 µM | actives 0.84% (n = 340,000) | AID 602410;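 active = B-score under library mean minus 4 SD, starting fluorescence ratio at most library mean plus 5 SD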;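 also: more negative B-score means stronger inhibition of thallium flux through KCNK3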
GSK3B inh – inhibitors of human GSK3beta kinase. actives 0.038% (n = 300,000). activity score (negative = inhibition), % at 10 µM. P49841. AID 2097. GST-GSK3beta kinase, ADP-Glo luminescence, 60 min; hits give low values;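 active = more than half of replicate wells score below -50%, meaning over 50% inhibition versus plate controls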;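 also: 0% = median DMSO wells and -100% = median GW8510 positive control wells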
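Test system: GST-fused GSK3beta enzyme, cell-free | Quantity: 1.6 ng GST-GSK3beta enzyme per well | Reagent: 25 µM ATP with peptide substrate | Schedule: 60 min enzyme reaction, room temperature | Signal: Luminescent ADP-Glo measurement of ADP formed | Read-out basis: Score relative to plate controls | Control set: DMSO and 20 µM GW8510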
hERG rescue – hERG (human) protection from proarrhythmic block; actives 0.51% (n = 310,000); CHO-hERG, FluxOR thallium flux, dofetilide IC70 present; Q12809; AID 1511; activation (rescue from dofetilide block), less the hit threshold, % at 10 µM;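 active = activation above the mean of controls blocked by dofetilide plus 5 SD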;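 also: thallium influx through hERG after potassium depolarization seen as dye fluorescence rise; in these data hits start at about 4.7%; inactives centre near -7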
An asterisk follows results filed as active; i = inactive; nt = not tested or not shown.

SMILES	GSK3 alpha inh	RGS4 pot	KCNK9 inh	PolyA inh	KCNQ1 pot	RGS4 block	Dyrk1A ADPGlo	KCNQ1 inh	KCNK3 inh	GSK3B inh	hERG rescue
COc1ccccc1OCC(=O)Nc1nc2c(s1)CCCC2	nt	i	i	i	i	i	0.6	i	i	1.3	-10.9
COc1ccc(NC(=O)C2CCN(C(=O)c3ccc(OC)cc3)CC2)cc1	-2.9	i	i	i	i	i	1.1	i	i	1.1	-5.7
CS/C(=C\[N+](=O)[O-])Nc1ccc(F)cc1	-1.2	i	i	i	i	i	2.4	i	i	1.3	-3.3
COc1cc(C(C2C(=O)CC(C)(C)CC2=O)C2C(=O)CC(C)(C)CC2=O)ccc1OC(C)=O	-2.1	i	i	i	i	i	nt	i	i	-0.3	-1.4
O=C(CSCc1ccc(Cl)cc1)NCC1CCCO1 (stereo not given)	-2.6	i	i	i	i	i	4.7	i	i	-1.9	-10.8
COc1ccc(NC(=O)COC(=O)CCc2ccccc2)c(OC)c1	-0.3	i	i	i	i	i	7.4	i	i	-15.0	-1.3
Cc1ccc(CSc2ccc(-c3ccc4c(c3)OCO4)nn2)cc1	-0.7	i	i	i	i	i	-2.1	i	i	-0.4	-6.6
Cc1cc2ncc(C(=O)N=CN(C)C)cn2n1	0.1	i	i	i	i	i	-4.4	i	i	2.2	-7.3
O=C(NC1CCCc2ccccc21)c1cc(Cl)ccn1 (stereo not given)	-2.2	i	i	i	i	i	0.5	i	i	-0.4	-10.4
Nc1ccc(-c2nnc(-c3ccc(-c4ccccc4)cc3)o2)cc1	-2.0	i	i	i	i	i	0.5	i	i	1.5	-4.2
COc1ccc(-n2nc3c(c2NC(=O)C2CC2)CS(=O)(=O)C3)cc1	1.1	i	i	i	i	i	3.8	i	i	-0.2	-10.0
COc1cc(/C=N/NC(=O)c2cc(C)oc2C)ccc1O	-1.1	i	i	i	i	i	2.6	i	i	0.0	-13.1
CCOc1ccc(-n2c(C)c(C(C)=O)c3cc(OCC(N)=O)ccc32)cc1	-2.2	i	i	i	i	i	-2.8	i	i	0.1	-14.0
COC(=O)Nc1ccc(S(=O)(=O)N2CCC(C(=O)N3CCCC(C)C3)CC2)cc1 (stereo not given)	0.2	i	i	i	i	i	-4.5	i	i	5.2	-9.1
CC(=O)Nc1ccc(NC(=O)c2ccc(CN3CCc4ccccc4C3)cc2)cc1	-0.5	i	i	i	i	i	6.5	i	i	0.4	-9.2
O=C(c1cc2ccccc2oc1=O)N(Cc1ccco1)CC1CCCO1 (stereo not given)	-1.8	i	i	i	i	i	0.2	i	i	-2.0	-8.2
CCCCNC(=O)OCCSCCS(=O)(=O)c1ccc(Cl)cc1	-2.9	i	i	i	i	i	-5.4	i	i	-0.3	-10.3
Cc1cccc(OCCn2ccnc2)c1	-0.8	i	i	i	i	i	nt	i	i	-0.8	-8.9
O=C1C(NS(=O)(=O)c2cccs2)=C(N2CCN(c3cccc(C(F)(F)F)c3)CC2)C(=O)c2ccccc21	2.6	i	i	i	i	i	-0.7	i	i	-1.4	-10.9
CCS(=O)(=O)c1ccc2c(c1)N(S(=O)(=O)c1cccs1)CC(C(=O)O)O2 (stereo not given)	1.2	i	i	i	i	i	1.4	i	i	-2.5	-3.7
O=C(NNc1c2ccccc2nc2ccccc12)C12CC3CC(CC(C3)C1)C2	-3.7	i	i	i	i	i	-0.9	i	i	-3.5	-0.4
CCn1c(SCC(=O)Nc2ccc(Br)cc2)nc2sc3c(c2c1=O)CCN(C)C3	-0.9	i	i	i	i	i	-1.8	i	i	-0.4	-9.9
CCOC(=O)Cc1csc(NC(=O)c2cccc(Cl)c2)n1	0.3	i	i	i	i	i	nt	i	i	0.6	-6.6
COc1cccc(C(=O)Nc2ccc(-c3nc4ccccc4o3)c(O)c2)c1	1.1	i	i	i	i	i	2.4	i	i	3.6	-6.3
CCCCOc1ccc(C(=O)N/N=C/c2ccc(OCCN3CCCCC3)c(OC)c2)cc1	2.9	i	i	i	i	i	-1.9	6*	i	2.4	-14.8
C=CCNC(=O)COc1ccc(Br)cc1Cl	0.4	i	i	i	i	i	-0.1	i	i	0.9	-7.3
O=C(NCc1cccnc1)c1ccc(CS(=O)(=O)c2ccc(Br)cc2)o1	nt	i	i	i	i	i	-8.1	i	i	6.2	-3.0
O=c1[nH]c(CCl)nc2cc(-c3ccc(F)cc3)sc12	13.3	i	i	i	i	i	9.7	i	i	-2.4	-9.7
Cc1ccccc1C1=NC(c2ccc(F)cc2F)ON1 (stereo not given)	-6.0	i	i	i	i	i	6.5	i	i	0.4	-6.3
COc1cc2nc(CCc3ccccc3)oc(=O)c2cc1OC	-0.9	i	i	i	i	i	nt	i	i	1.2	-11.7
CN(Cc1cccc(-n2cccn2)c1)C(=O)CCc1nnc(C2CCCCC2)o1	-0.4	i	i	i	i	i	-1.0	i	i	2.2	-6.3
O=C(NCc1ccccc1Br)c1ccncc1	1.7	i	i	i	i	i	nt	i	i	-6.2	-1.9
COc1ccc(-n2cnc3ccccc32)cc1	1.4	i	i	i	i	i	5.1	i	i	-3.8	-1.9
CCNc1nc(Oc2ccc(Cl)cc2Cl)cc(C(F)(F)F)n1	0.6	i	i	i	i	i	-0.2	i	i	1.2	-10.3
C=CCn1c(SCC(=O)Nc2ccc(F)cc2F)nc2c([nH]c3ccccc32)c1=O	-0.8	i	i	i	i	i	nt	i	i	0.9	-3.2
COc1ccc(CNC(=O)CC(NC(N)=O)c2ccccc2Cl)cc1OC (stereo not given)	-1.7	i	i	i	i	i	-5.9	i	i	-1.8	-6.2
COC(=O)C(NC(=O)c1ccccc1Cl)(Nc1ncc(S(=O)(=O)c2ccc([N+](=O)[O-])cc2)s1)C(F)(F)F (stereo not given)	-0.5	i	i	i	i	i	-2.5	i	i	3.6	-15.3
O=C(O)CN1C(=O)/C(=C\c2cc(Br)ccc2OCc2ccc(Cl)cc2Cl)SC1=S	11.9	i	i	i	i	i	4.8	i	i	0.1	-12.8
COc1ccc(CCNC(=O)c2ccc(CNS(=O)(=O)c3ccc(C(C)(C)C)cc3)cc2)cc1OC	-0.1	i	i	i	i	i	-0.7	i	i	-3.8	-9.7
COc1ccccc1C(=O)NC(=S)Nc1ccc(N2CCN(C(=O)c3ccco3)CC2)cc1	3.5	i	i	i	i	i	3.5	i	i	9.7	-17.1
O=C(C/C=N/OCc1c(Cl)cccc1Cl)c1cnc(-c2ccccc2)s1	-1.4	i	i	i	i	i	1.9	i	i	0.0	-1.4
CC(NCc1ccc(OCC(N)=O)cc1)C12CC3CC(CC(C3)C1)C2 (stereo not given)	1.9	i	i	i	i	i	-1.9	i	i	-3.5	-9.3
O=C1CS/C(=N\N=C\c2ccccc2Cl)N1CC1CC1	-0.8	i	i	i	i	i	-4.3	i	i	-2.5	-5.2
O=C(c1cc2ccccc2o1)N(Cc1nnc(-c2ccccc2Cl)o1)C1CC1	-1.4	i	i	i	i	i	13.1	i	i	-2.6	-17.0
CSc1nc2ccc(NC(=O)C3=NN(c4ccccc4)C(=O)CC3)cc2s1	-3.1	i	i	i	i	i	8.4	i	i	-1.2	-16.1
CC(=O)N1c2ccc(S(=O)(=O)NCC3CCC(C(=O)N4CCCCC4)CC3)cc2CC1C (stereo not given)	0.4	i	i	i	i	i	-2.0	i	i	-3.6	-6.9
O=C(Cn1nc(-c2cccs2)ccc1=O)Nc1ccc(Br)cc1	-1.5	i	i	i	i	i	2.9	i	i	0.8	-8.4
COc1ccc(S(=O)(=O)N(CC(=O)N2CCOCC2)c2cc(Cl)ccc2OC)cc1OC	nt	i	i	i	i	i	8.7	i	i	-2.0	-7.2
CCOC(=O)N1CCC(N(CCOC)C(=O)Nc2ccc(C)c(C)c2)CC1	-7.6	i	i	i	i	i	2.0	i	i	-3.0	-13.1
Cc1c(S(=O)(=O)c2ccccn2)c(N)n(Cc2ccccc2)c1C	0.6	i	i	i	i	i	nt	i	i	-2.6	-8.8

Records above marked active in KCNQ1 inh:
Structure | GSK3 alpha inh | KCNK9 inh | PolyA inh | RGS4 block | Dyrk1A ADPGlo | KCNQ1 inh | KCNK3 inh | GSK3B inh
CCCCOc1ccc(C(=O)N/N=C/c2ccc(OCCN3CCCCC3)c(OC)c2)cc1 | 2.9 | i | i | i | -1.9 | 6* | i | 2.4

Remaining list, next part.
SMILES	GSK3 alpha inh	RGS4 pot	KCNK9 inh	PolyA inh	KCNQ1 pot	RGS4 block	Dyrk1A ADPGlo	KCNQ1 inh	KCNK3 inh	GSK3B inh	hERG rescue
COc1ccccc1N1CCN(C(=O)CCCn2c(=O)[nH]c3ccsc3c2=O)CC1	-1.6	i	i	i	i	i	13.0	i	i	2.1	-8.1
Cc1nn(Cc2ccccc2Cl)c(C)c1NC(=O)c1nc2ncccn2n1	-1.2	i	i	i	i	i	0.0	i	i	-2.1	-3.4
O=S(=O)(Nc1cccc(-c2ccc3nncn3n2)c1)c1cccc(F)c1	-1.6	i	i	i	i	i	-3.1	i	i	0.5	-9.9
Cc1ccc(CN(C)CC(=O)Nc2cccc([N+](=O)[O-])c2)o1	-0.2	i	i	i	i	i	1.7	i	i	-3.9	-5.5
Cc1ccc(NC(=O)c2ccccc2NC(=O)c2cccs2)cc1	-3.2	i	i	i	i	i	-4.3	i	i	0.2	-4.6
CCCCc1nc2sc3c(c2c(=O)[nH]1)CC(C)(C)OC3	-1.9	i	i	i	i	i	-3.5	i	i	-1.7	-9.9
N#C/C(=C/c1cc(Br)cs1)C(=O)NCC1CCCO1 (stereo not given)	-4.8	i	i	i	i	i	24.9	i	i	0.8	-4.4
CCc1ccc(NCc2ccc(OC)c(Cn3ccnc3)c2)cc1	-0.1	i	i	i	i	i	3.2	i	i	-4.0	-16.8
Cc1ccccc1C(=O)N1CCC(C(=O)NC2CCCCC2)CC1	-2.3	i	i	i	i	i	2.6	i	i	2.5	-6.2
C/C(Cc1ccccc1)=N\NC(=O)CNC(=O)c1ccc(C(C)(C)C)cc1	nt	i	i	i	i	i	-3.0	i	i	-2.5	-7.4
N[C@@H](Cc1ccccc1)C(=O)N1CCC(C(=O)NCC(=O)Nc2ccc(F)cc2)CC1	-1.1	i	i	i	i	i	0.1	i	i	-2.9	-5.5

This is a subset, so the mix of outcomes need not match the whole.
